Screening results from PubChem.
Abeta rescue: qHTS for compounds that reverse cellular toxicity of Amyloid beta (A-beta) peptide in yeast: Primary Screen | 0.063% of 410,000 active | Potency, µM (series often up to 46.1 µM), without a hit: at the highest dose growth rescue, hits mostly activators | AID 1347071, 2019 | yeast expressing A-beta42, growth rescue, OD600, 48 h; response scale: 0% DMSO, 100% iron-clioquinol control; further: potency means the concentration at half of the fitted maximal effect; nearly all actives have a fitted effect of over 55% in size
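Yeast A-beta toxicity model in growth medium with pinned compounds, 48 h at 30 C; growth read as absorbance at 600 nm. Normalized to FeCl3/clioquinol equimolar mix (positive) and DMSO (negative).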
FUS yeast rescue: qHTS for Suppressors of FUS Proteinopathy: Primary screen using FUS-linked yeast assay. 0.24% of 390,000 active. S. cerevisiae FUS-expressing, growth rescue, OD600, 24 h. Potency, µM (doses to about 76.6 µM), for the others: top-dose growth rescue (activation), actives largely listed as activators;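 further: potency means the concentration at half of the fitted maximal effect; plate controls were DMSO vehicle for no effect and reference control for full effect; nearly all actives have a fitted effect of over 55% in size; some results filed as inactive show a strong effect at the top dose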
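FUS-expressing yeast, raffinose-pregrown, induced in 2% galactose minimal medium at OD 0.005; compounds in a dilution series, 24hr at 30C. Growth restoration read as absorbance at 600 nm. CP55940 positive control, DMSO negative.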
EPAC1 agonist: qHTS for Agonist of cAMP-regulated guanine nucleotide exchange factor 3 (EPAC1): primary screen; EPAC1 agonist qHTS, biochemical assay; response scale: 100% = response to 6.5 mM cAMP; Potency, µM (doses to about 154 µM), inactives show at the top dose activation, hits mostly activators; 0.073% of 360,000 active; further: potency means the concentration at half of the fitted maximal effect; nearly all actives have a fitted effect of over 60% in size
Target sequence (O95398 whole entry, looked up): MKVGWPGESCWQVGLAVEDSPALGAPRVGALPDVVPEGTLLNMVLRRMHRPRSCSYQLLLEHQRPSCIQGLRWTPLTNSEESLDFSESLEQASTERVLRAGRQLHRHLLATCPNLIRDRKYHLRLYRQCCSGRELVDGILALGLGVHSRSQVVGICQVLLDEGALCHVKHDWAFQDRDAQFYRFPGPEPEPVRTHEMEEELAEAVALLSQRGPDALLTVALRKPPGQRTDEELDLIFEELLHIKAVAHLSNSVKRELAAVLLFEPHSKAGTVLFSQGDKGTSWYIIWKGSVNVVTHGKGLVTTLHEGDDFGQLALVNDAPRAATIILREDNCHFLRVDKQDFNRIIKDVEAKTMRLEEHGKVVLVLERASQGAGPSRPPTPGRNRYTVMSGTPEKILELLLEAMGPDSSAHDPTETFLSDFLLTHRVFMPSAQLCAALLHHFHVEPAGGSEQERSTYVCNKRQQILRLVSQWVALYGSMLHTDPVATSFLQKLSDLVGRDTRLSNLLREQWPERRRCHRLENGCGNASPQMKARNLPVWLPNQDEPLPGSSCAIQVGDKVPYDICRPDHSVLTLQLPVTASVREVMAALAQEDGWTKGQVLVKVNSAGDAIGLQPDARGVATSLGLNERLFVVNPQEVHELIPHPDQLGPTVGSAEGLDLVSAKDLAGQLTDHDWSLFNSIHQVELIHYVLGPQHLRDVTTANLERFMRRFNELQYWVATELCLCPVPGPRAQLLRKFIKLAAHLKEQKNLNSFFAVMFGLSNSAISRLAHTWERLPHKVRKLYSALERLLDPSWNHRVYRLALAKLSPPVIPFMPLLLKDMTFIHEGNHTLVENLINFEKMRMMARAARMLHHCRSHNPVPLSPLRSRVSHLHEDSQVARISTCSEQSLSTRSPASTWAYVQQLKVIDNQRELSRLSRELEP
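Multi-concentration qHTS readout: loss of Rap1B-bound BODIPY-GDP fluorescence driven by 100 nM EPAC1 with excess GDP (50 uM), monitored kinetically at room temperature; agonist response expressed relative to 6.5 mM cAMP.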
WRN helicase inh: qHTS for Inhibitors of WRN Helicase; Bifunctional 3'-5' exonuclease/ATP-dependent helicase WRN (Homo sapiens), Q14191; WRN helicase unwinding, fluorescent forked duplex, kinetic; Potency, µM (titrated, usually from 114 µM), for the others: at the highest dose activity change, negative = inhibition, hits mostly inhibitors; 0.46% of 360,000 active; AID 651768, 2012; further: potency means the concentration at half of the fitted maximal effect; on the % scale 0 is the no-effect control and ±100 the full control effect; nearly all actives have a fitted effect of over 55% in size
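WRN at 20 nM final was preincubated with compound for 15 min at room temperature; reaction started with 100 nM forked duplex oligonucleotide carrying fluorophore and quencher plus 2 mM ATP (final). Unwinding followed kinetically by red fluorescence (ex 525/em 598 nm).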
IL2 activator: qHTS of IL-2 Activators; activation, % (series mostly up to about 46 µM); IL-2 activation reporter assay, cell-based qHTS; stimulated with anti-CD3/CD4/CD28 beads; in transgenic mouse T cells; AID 652025, 2013; 0.065% of 360,000 active; in the data active means activation above about 50%; inconclusive means mostly about 30% to 49%; further: 0% is about no effect
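Screening format: compound pinned onto unstimulated transgenic mouse T cells, 60 min incubation, then anti-CD3/anti-CD4/anti-CD28 bead stimulation for 18 hours at 37 degrees C, followed by EGFP and DsRed detection.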
EPAC1 antagonist: qHTS for Antagonist of cAMP-regulated guanine nucleotide exchange factor 3 (EPAC1): primary screen. 0.14% of 360,000 active. AID 720709, 2013. Rap guanine nucleotide exchange factor 3 (Homo sapiens), O95398. Potency, µM (series often up to 115 µM), inactives show top-dose activity change, negative = inhibition, actives largely listed as inhibitors. EPAC1 GEF assay, Rap1b-BODIPY-GDP exchange fluorescence;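 further: potency means the concentration at half of the fitted maximal effect; plate controls were vehicle for no effect and positive control for full effect; nearly all actives have a fitted effect of over 50% in size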
PI5P4K alpha inh: qHTS for Inhibitors of phosphatidylinositol 5-phosphate 4-kinase (PI5P4K) | AID 652105, 2013 | 1.2% of 330,000 active | Phosphatidylinositol 5-phosphate 4-kinase type-2 alpha (Homo sapiens), P48426 | max response, % | PI5P4Kalpha enzyme, ADP-Glo luminescence, 60 min; stronger effect = lower value; active means max response of -50% or lower; inconclusive means between -30% and -50%; inactive means -30% or higher; further: value at the top dose of about 77 µM; on the % scale 0 is the no-effect control and ±100 the full control effect
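PI5P4Kalpha ADP-Glo assay; 5 microM ATP final; 60 min RT reaction; HEPES pH 7.4/EGTA/CHAPS, 5% DMSO; controls lacking substrate or enzyme; luminescent end-point.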
PLK1 PBD inh: qHTS for Inhibitors of PLK1-PDB (polo-like kinase 1 - polo-box domain): Primary Screen; 2.8% of 360,000 active; Serine/threonine-protein kinase PLK1 (Homo sapiens), P53350; Potency, µM, inactives show max response, negative = inhibition, hits mostly inhibitors; Plk1 PBD binding of FITC phosphopeptide, fluorescence polarization; further: potency means the concentration at half of the fitted maximal effect; series mostly up to about 57 µM; on the % scale 0 is the no-effect control and ±100 the full control effect; nearly all actives have a fitted effect of over 65% in size
Active calls of the source: *; ? = inconclusive; · = not tested or not shown; & = joins results of further samples; [ ] = another dose, or the depositor's remark. Unless noted, the call rests on the fitted dose curve; in most records, active means well fitted curve in the direction sought with a large enough effect; inconclusive means small, poorly fitted or top-dose-only effect, or another doubt; inactive means no such curve, though single readings can be large; an effect the other way counts as inactive or inconclusive.

SMILES,Abeta rescue,FUS yeast rescue,EPAC1 agonist,WRN helicase inh,IL2 activator,EPAC1 antagonist,PI5P4K alpha inh,PLK1 PBD inh
COc1ccccc1C(=O)N/C(=C\c1cn(C)c2ccccc12)C(=O)NCCCn1ccnc1,-5%,-19%,4%,-5%,0.1,-14%,-3,-14%
Cc1ccccc1NS(=O)(=O)c1ccc(C(=O)NCC(c2ccco2)N2CCCCC2)cc1 (stereo not given),-13%,18%,0%,1%,-0.4,-18%,5,-13%
Cc1cc(C(=O)N2CCCC2(C)C(=O)NCC(C)C)nn1C(C)(C)C (stereo not given),-13%,-15%,14%,8%,-0.1,-3%,0,-13%
Cc1c(NC(=O)CSc2nnc3c4ccccc4n(CCc4ccccc4)c3n2)c(=O)n(-c2ccccc2)n1C,-1%,?,0%,-5%,0.7,5%,-16,-1%&-13%
O=C(NCc1n[nH]c(=S)n1-c1ccc(F)cc1)c1ccco1,5%,-6%,3%,-1%,-1.0,0%,·,-6%
COc1ccc(C(=O)N/N=C/c2sc3ccccc3c2O)cc1,-57%[inhibitor],19%,15%,?,7.5,0%,-23,58%[activator]
COc1ccc(CC(=O)OCC(=O)N2CCc3ccccc32)cc1OC,-1%,14%,-5%,-4%,0.8,25%,-2,4%
CC(=O)Nc1ccc(NC(=O)C(C)Sc2nnc(C3CC3)n2-c2ccccc2)cc1 (stereo not given),-11%,10%,-3%,3%,0.3,15%,-8,1%

More structures:
SMILES,Abeta rescue,FUS yeast rescue,EPAC1 agonist,WRN helicase inh,IL2 activator,EPAC1 antagonist,PI5P4K alpha inh,PLK1 PBD inh
COc1cccc(N2C(=O)CC(NNc3nc4ccccc4s3)C2=O)c1 (stereo not given),9%,?,1%,5%,-1.0,5%,25,5%
NC(=O)C1(N2CCCCC2)CCN(Cc2ccccc2Cl)CC1,-24%,6%,9%,3%,-3.4,11%,·,-5%
Cc1ccc(C2C3=C(CC(C)(C)CC3=O)N(CCN3CCOCC3)C3=C2C(=O)CC(C)(C)C3)cc1,?,65%,2%,-1%,4.2,-4%,3,-12%
O=C1C(Cl)=C(N2CCN(Cc3ccccc3)CC2)C(=O)N1Cc1ccccc1,-13%,14%,11%,-1%,-2.2,-16%,0,-15%
O=C(CN1CCN(S(=O)(=O)c2ccc(Br)cc2)CC1)c1ccc(O)c(O)c1,-23%,-11%,3%,-12%,-0.4,-13%,2,-19%
CC(C)NC(=O)N(C)C[C@@H]1Oc2c(NC(=O)C3CCOCC3)cccc2C(=O)N([C@@H](C)CO)C[C@H]1C,-2%,-20%,-2%,-3%,-0.1,-13%,-4,-18%
CN(C)c1ccc(CC(=O)c2nc3ccccc3s2)cc1,11%,17%,10%,7%,-0.3,-18%,-6,?
COc1ccc(N2C(=O)c3ccccc3NC23C(=O)N(C)c2ccccc23)cc1 (stereo not given),-8%,20%,4%,6%,-2.5,15%,·,-7%

Additional entries follow:
SMILES,Abeta rescue,FUS yeast rescue,EPAC1 agonist,WRN helicase inh,IL2 activator,EPAC1 antagonist,PI5P4K alpha inh,PLK1 PBD inh
CC(=O)c1sc(NC(=O)c2ccccc2)nc1-c1ccccc1,24%,-23%,-2%,4%,0.5,-1%,-5,-4%
CCc1nc2c(OCc3ccc(C(=O)N(C)C)cc3)cccn2c1N(C=O)Cc1ccccc1,1%,-1%,-5%,2%,0.2,-10%,-4,-1%
CCc1cccc(C)c1NC(=S)N(CCOC)C(C)c1ccco1 (stereo not given),0%,11%,3%,2%,-3.2,2%,3,1%
Cc1cc(C)c(S(=O)(=O)N2CCN(C(=O)CCOc3ccccc3C)CC2)c(C)c1,3%,·,5%,2%,-3.8,5%,1,3%
O=C(CN(CC1CCCO1)C(=O)CNS(=O)(=O)c1ccc(F)cc1)NCCc1ccccc1 (stereo not given),3%,2%,1%,-8%,-2.0,0%,4,-5%
O=C(O)c1ccc2c(c1)C(=O)N(CCc1c[nH]c3ccccc13)C2=O,-3%,14%,5%,-13%[57.1 µM],1.4,-10%,-69*,-11%
CC(C)(C)OC(=O)NC(CO)c1cn([C@@H](Cc2cc3ccccc3[nH]2)C(=O)N2CCN(C(=O)OC(C)(C)C)CC2)nn1 (stereo not given in full),-6%,42%,-12%,0%,-0.7,-8%,1,-28%
O=C(CSCc1ccccc1)Nc1ccc(Cl)cn1,5%,3%,8%,3%,1.7,-5%,-9,-13%

Following part.
SMILES,Abeta rescue,FUS yeast rescue,EPAC1 agonist,WRN helicase inh,IL2 activator,EPAC1 antagonist,PI5P4K alpha inh,PLK1 PBD inh
CCN(CC)S(=O)(=O)c1ccc(N2CCOCC2)c(NC(=O)C(=O)c2c(-c3ccccc3)cc3ccccn23)c1,-8%,30%,13%,-3%,0.5,-19%,2,-20%
C=CCc1cccc2cc(NC(C)=O)c(=O)oc12,12%,-18%,2%,7%,0.1,1%,-7,27µM*
CCOc1ccc(NC(=O)CCCCn2c(=O)[nH]c3ccsc3c2=O)cc1,2%,9%,1%,-12%,0.7,-8%,-3,-1%
O=C(C1=C[C@@H](c2csc3ccccc23)C[C@@H](OCc2ccc(CO)cc2)O1)N1CCN(Cc2ccc3c(c2)OCO3)CC1,5%,37%,-3%,-3%,0.0,-2%,-7,-8%
Cc1c(C)c([N+](=O)[O-])c(C)c(C)c1N,7%,·,6%,1%,4.1,-12%,9,-6%
COc1ccc2c(c1)sc(=N)n2C,-10%,7%,1%,8%,1.1,2%,-2,5%
CC(C)c1ccc(CN(C)CC(O)c2ccccc2)cc1 (stereo not given),-6%,17%,3%,-1%,-4.3,14%,0,-5%
COc1cccc(-c2cnc(C(O)c3cccc(C)c3C)[nH]2)c1 (stereo not given),-15%,-10%,1%,-1%,0.0,12%,0,-2%

Continuation:
SMILES,Abeta rescue,FUS yeast rescue,EPAC1 agonist,WRN helicase inh,IL2 activator,EPAC1 antagonist,PI5P4K alpha inh,PLK1 PBD inh
CC1CN(C(=O)c2cn3ccccc3n2)CC(C)O1 (stereo not given),-4%,2%,0%,-10%,-0.9,3%,9,-26%
C[C@@H]1O[C@@H](OC[C@H]2O[C@@H](Oc3cc(O)c4c(=O)cc(-c5ccc(O)c(O)c5)oc4c3)[C@H](O)[C@@H](O)[C@@H]2O)[C@H](O)[C@H](O)[C@H]1O,-1%,-21%,-5%,-3%,0.5,0%,-17,-2%
COc1ccc(C(C)(O)c2nc(-c3cccc(C(C)C)c3)cs2)cc1 (stereo not given),21%,24%,-14%,8%[57.1 µM],-0.2,?,17,-12%
O=C(CCc1ccc(S(=O)(=O)N2CCCCC2)cc1)c1nnc(-c2ccccc2)o1,-3%,11%,2%,5%,-0.3,7%,-15,-1%
COc1ccc(-c2nc(CSCC(=O)NC3CCCC3)c(C)o2)cc1OC,4%,-10%,-4%,-2%,0.5,-19%,2,-24%
COC(=O)N/N=C/c1cc(Cl)c(OCc2ccccc2F)c(OC)c1,-4%,4%,-2%,-8%,-0.6,7%,8,-1%
CC(NC(=O)c1ccc(Cl)cc1)c1nnc(SCC(=O)NC2=NCCS2)n1C (stereo not given),-16%,20%,0%,-4%,-0.3,-5%,2,-14%
Cc1ccc(-c2onc3ccc(C=O)cc23)cc1,-46%[inhibitor],?,-1%,0%,0.1,-7%,-15,?

Next part
SMILES,Abeta rescue,FUS yeast rescue,EPAC1 agonist,WRN helicase inh,IL2 activator,EPAC1 antagonist,PI5P4K alpha inh,PLK1 PBD inh
O=C(Nc1ccc(CN2CCOCC2)cc1)c1cccs1,1%,9%,-7%,1%,-2.0,9%,·,-5%
CCN1C(=O)[C@H]2[C@@H](c3ccc(-c4ccccc4)cc3)N3CCCC[C@@]3(C(=O)OC)[C@H]2C1=O,20%,?,1%,-2%,-0.4,-26%,0,-4%
O=C(NCCCN1CCOCC1)c1ccc2c(c1)N(Cc1ccccc1)CCS2,-5%,4%,-3%,-3%,-4.5,-8%,-8,-6%
CCNC(=S)Nc1cc(C(=O)N2CCCC2)ccc1N1CCCC1,0%,16%,10%,-5%,-1.6,-3%,0,-20%
Cc1cccc(C)c1OCc1cc(C(=O)N2CC3C[C@@H]4CC2C[C@H](C3)C4)no1,14%,29%,7%,-14%,-6.7,1%,-6,-1%
COC(=O)c1ccc(NC(=S)NCCC2=CCCCC2)cc1,27%,-7%,7%,-20%,-2.8,-24%,·,-17%
O=C1C=C(NC2CCCCC2)CCC1,2%,-18%,12%,3%,-0.1,-13%,-3,-7%
O=C(NCc1cccnc1)C(=O)c1c[nH]c2ccccc12,3%,-24%,-18%,-3%,-2.1,-9%,-8,0%

Full records as entered above.
Record of O=C(NCCCN1CCOCC1)c1ccc2c(c1)N(Cc1ccccc1)CCS2 → Abeta rescue = -5%; FUS yeast rescue = 4%; EPAC1 agonist = -3%; WRN helicase inh = -3%; IL2 activator = -4.5; EPAC1 antagonist = -8%; PI5P4K alpha inh = -8; PLK1 PBD inh = -6%
Record of CCN1C(=O)[C@H]2[C@@H](c3ccc(-c4ccccc4)cc3)N3CCCC[C@@]3(C(=O)OC)[C@H]2C1=O → Abeta rescue = 20%; FUS yeast rescue = ?; EPAC1 agonist = 1%; WRN helicase inh = -2%; IL2 activator = -0.4; EPAC1 antagonist = -26%; PI5P4K alpha inh = 0; PLK1 PBD inh = -4%

More results follow:
SMILES,Abeta rescue,FUS yeast rescue,EPAC1 agonist,WRN helicase inh,IL2 activator,EPAC1 antagonist,PI5P4K alpha inh,PLK1 PBD inh
COc1ccc(OC)c(C2CC(=O)N3CN(c4ccccc4F)CSC3=C2C#N)c1 (stereo not given),0%,?,-15%,5%,-2.4,-24%,-94*,?
CNS(=O)(=O)c1ccc2c(c1)NC(=O)C1CCCN21 (stereo not given),-25%,9%,14%,-14%,0.0,5%,-16,-22%
Cc1ccc(N(CC(=O)NCc2cccs2)S(=O)(=O)c2cccs2)cc1,7%,8%,2%,-8%,1.5,13%,2,-1%
CCC(=O)Nc1sc(C(=O)Nc2ccccc2)c(C)c1C(=O)OC,-3%,15%,15%,-4%,0.6,-8%,-5,-13%
O=[N+]([O-])c1ccc(Br)c(CN2CCN(c3ncc(Cc4ccccc4)cn3)CC2)c1,16%,18%,-3%,2%,-0.1,0%,1,-2%
